GPR151 ag = activates the human receptor GPR151; AID 1508602; 1% of 650,000 active; activation, % at 11.2 µM; Q8TDV0; PathHunter beta-arrestin GPR151 cells, luminescence; in the data active = activation above about 4.9%;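 also: 0% = median of compound wells and 100% = cells with positive control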
Target sequence (Q8TDV0 whole entry, looked up): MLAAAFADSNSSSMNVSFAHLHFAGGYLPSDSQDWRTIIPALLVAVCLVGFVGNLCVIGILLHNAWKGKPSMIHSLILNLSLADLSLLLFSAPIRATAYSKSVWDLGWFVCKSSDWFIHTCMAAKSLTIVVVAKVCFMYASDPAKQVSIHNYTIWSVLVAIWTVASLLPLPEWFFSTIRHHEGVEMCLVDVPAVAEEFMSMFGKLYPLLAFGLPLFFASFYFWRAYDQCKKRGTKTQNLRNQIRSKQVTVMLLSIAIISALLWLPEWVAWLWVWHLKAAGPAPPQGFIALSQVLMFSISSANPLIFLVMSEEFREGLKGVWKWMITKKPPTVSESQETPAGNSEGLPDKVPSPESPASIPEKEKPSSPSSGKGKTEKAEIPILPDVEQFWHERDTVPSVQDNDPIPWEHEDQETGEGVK
MITF primary = inhibitors of human MITF | O75030 | AlphaScreen MITF homodimerization, bead proximity signal | inhibition, % at 2.6 µM | 0.91% of 650,000 active | AID 1259374; in the data active = inhibition above about 50%;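 also: 0% = vehicle wells with protein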
FBW7 activator = human FBW7 E3 ligase activation, primary screen; 0.13% of 650,000 active; AlphaScreen FBW7–phospho-cyclin E peptide binding, activator screen; Q969H0; normalized activity (activation), % at 26.1 µM; AID 1259310; in the data active = normalized activity above about 1.9%;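 also: purified mutant Fbw7 with reduced substrate affinity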
Target sequence (Q969H0 whole entry, looked up): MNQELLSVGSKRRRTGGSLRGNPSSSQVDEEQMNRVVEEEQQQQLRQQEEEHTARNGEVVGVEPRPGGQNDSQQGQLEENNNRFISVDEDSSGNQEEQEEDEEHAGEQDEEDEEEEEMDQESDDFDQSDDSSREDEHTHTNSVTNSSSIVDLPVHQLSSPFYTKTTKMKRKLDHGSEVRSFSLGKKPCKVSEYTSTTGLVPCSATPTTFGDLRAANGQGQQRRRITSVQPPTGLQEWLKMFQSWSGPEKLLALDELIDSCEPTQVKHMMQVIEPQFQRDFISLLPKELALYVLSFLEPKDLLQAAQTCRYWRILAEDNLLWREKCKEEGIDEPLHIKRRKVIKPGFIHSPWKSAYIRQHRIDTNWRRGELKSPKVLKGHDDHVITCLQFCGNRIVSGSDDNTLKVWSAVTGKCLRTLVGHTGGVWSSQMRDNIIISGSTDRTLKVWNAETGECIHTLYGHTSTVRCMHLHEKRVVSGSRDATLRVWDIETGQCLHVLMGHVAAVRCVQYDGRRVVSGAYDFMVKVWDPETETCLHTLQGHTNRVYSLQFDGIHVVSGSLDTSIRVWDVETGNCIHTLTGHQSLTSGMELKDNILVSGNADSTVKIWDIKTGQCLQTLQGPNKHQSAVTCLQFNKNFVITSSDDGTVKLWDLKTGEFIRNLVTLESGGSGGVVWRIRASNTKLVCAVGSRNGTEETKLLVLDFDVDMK
TEAD-YAP block = TEAD-YAP interaction inhibition; HEK-TIYL cells, TEAD-Gal4/YAP UAS-luciferase luminescence; inhibition, % at 9.12 µM; 1.4% of 640,000 active; in the data active = inhibition above about 32%;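 also: 0% = median of test compound wells and 100% = reference inhibitor wells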
* = called active by the depositor; & = joins results of further samples.

Sequence of screens – GPR151 ag, MITF primary, FBW7 activator, TEAD-YAP block
CC1(C)Cc2ccccc2C(C[n+]2ccccc2)=N1
→ 0.6, -10.9, 0.1, 14.7
Cc1nc(NC(=O)c2ccccc2)sc1-c1csc(Nc2cccc(Cl)c2)n1
→ -2.3, -7.4, 0.1, 0.1
COc1cc(C=O)cc(Cl)c1OCc1cccc(C(=O)O)c1
→ 0.6, -6.3, -0.1, -24.3
COc1ccc(NC(=O)CSc2nnc(-c3cccs3)n2N)cc1Cl
→ 1.2, -3.5, -0.1, 4.0
C=CCOc1cccc(C2c3c(oc4ccc(C)cc4c3=O)C(=O)N2c2nccs2)c1 (stereo unspecified)
→ 1.4, 2.6, -0.2, 0.7
CCN1c2ccccc2-c2c(ssc2=S)C1(C)C
→ -0.5, 16.9, -1.4, 3.1
COC(=O)c1ccc(CSc2nc(C)[nH]c2[N+](=O)[O-])o1
→ 2.4, -15.6, -0.2, -0.3
CCOC(=O)c1ccc(NC(=S)NC(C)c2cn(C)nc2C)cc1 (stereo unspecified)
→ -0.2, -0.4, 0.1, -11.1
CN(C)c1ccc(N/C(=N\S(=O)(=O)c2ccccc2)c2ccccc2)cc1
→ 0.5, 24.2, 0.6, -12.6
Cc1cc(C(=O)Nc2ccc(F)c(Cl)c2)no1
→ -2.1, 3.3, -0.1, -40.4
O=C(/C=C/c1ccc(Cl)cc1Cl)NCc1ccccn1
→ 0.5, 12.3, 0.1, -52.7
Cc1ccc(C(=O)N/C(=C/c2ccccc2Cl)C(=O)Nc2ccc(C)cc2C)cc1
→ -0.4, 6.5, 0.0, 10.9
Cc1ccc(OCC(=O)Nc2ccc(C#N)cc2)cc1C
→ 3.1, 5.1, -0.1, -4.2
COc1ccc(C)cc1NC(=O)C(=O)NCCCO
→ 0.8, 5.5, -0.1, 1.7
COc1cc(N)c(Cl)cc1C(=O)OCc1ccccc1Br
→ -0.1, 13.3, 0.0, -2.4
COc1cc(OC)cc(C(=O)NCC2CCC3(CCN(Cc4ccccn4)CC3)O2)c1 (stereo unspecified)
→ 0.0, -2.7, -0.2, 7.0
O=C(OC1Cn2c(=O)ccc(=O)n2C1)c1ccccc1Cl
→ 0.1, -5.5, -0.1, 2.1
COCCNC(=S)Nc1cc(Cl)c(N)c(Cl)c1
→ 0.4, -8.7, -0.1, -7.2
CCCNc1cc(Nc2ncccn2)ncn1
→ -1.5, 9.6, 0.0, -6.8
CCOc1ccc(N=C2C(=O)Nc3ccccc32)cc1
→ 0.9, -7.5, 0.0, -12.8
CC1CCN(S(=O)(=O)c2ccc(C(=O)Nc3ccc(S(N)(=O)=O)cc3)cc2)CC1
→ 2.0, 0.0, -0.1, 1.6
CC1=C(C#N)C(=O)NC(=O)/C1=C\c1ccc(-c2ccc(C(=O)OC(C)C)cc2)o1
→ -1.5, 22.2, 0.0, -61.0
O=C(CN1N=C(c2ccccc2)CCC1=O)NCc1cccs1
→ 0.9, 0.1, 0.1, 0.3
COc1cc(S(=O)(=O)N2CCNCC2)ccc1-n1cnnn1
→ -0.4, -9.6, 0.0, 4.0
CCCCC(=O)NC(=S)Nc1cc(C(=O)O)ccc1Cl
→ 0.2, 0.1, -0.1, -3.6
CC(C)C(=O)Nc1ccc(NC(=O)Cc2ccc(Cl)cc2)cc1
→ -1.7, -18.2, 0.1, 5.7
CCOC(=O)c1ccc(NC(=O)c2cc3ccccc3o2)cc1
→ 0.0, -5.1, -0.2, -23.7
CCOC(=O)C1=CN(c2ccc(C)c(C)c2)C=C(C(=O)OCC)C1c1ccc(C)s1
→ 0.4, -31.1, 0.7, 6.3
COc1ccccc1N(C(=O)c1ccccc1O)C(C)C1CC1 (stereo unspecified)
→ -0.4, 1.7, 0.9, -6.0
Cc1ccc(NC(=O)CSc2nc(N)c(NC(=O)c3ccco3)c(=O)[nH]2)c(C)c1
→ -1.0, 25.4, 0.6, 10.3
CC12CCC(C(=O)NCc3ccc(F)cc3)(OC1=O)C2(C)C (stereo unspecified)
→ 0.4, -1.9, -0.1, -8.8
COc1ccc2nc(Sc3ccc(C(F)(F)F)cc3[N+](=O)[O-])[nH]c2c1
→ -1.0, 8.5, -0.1, -10.7
O=C(Nc1cccc(N2CCC(N(CC3CCC3)CC3CCCO3)CC2)c1)c1cccnc1 (stereo unspecified)
→ -1.4, 21.5, 0.2, -2.8
CCCCCCCC(=O)NNC(=O)c1ccc(F)cc1
→ -0.6, 11.2, 0.2, -3.3
CN1CCN(C(c2ccc(Cl)cc2)c2nnnn2C(C)(C)C)CC1 (stereo unspecified)
→ -0.7, -5.0, 0.1, -23.4
O=C(CCc1nc2cccnc2n1-c1ccccc1)N1CCc2ccccc2C1
→ -0.1, -1.2, -0.2, 3.7
O=C(NC1CCCC1)C1CC(=O)N(C2CCCC2)C1 (stereo unspecified)
→ 0.3, 20.2, 0.8, -1.5
COc1cc(/C=C(\C#N)c2nc3ccccc3[nH]2)ccc1OC(C)C
→ 1.2, 12.0, 0.1, -86.2
Cc1ccccc1CC(=O)Nc1cnc2cnc(-c3cnn(C)c3)cn12
→ -0.4, -6.2, 0.0, -1.2
Cc1cc(/C=C(/C#N)C(=O)NCc2ccccc2)c(C)n1-c1ccc(C(=O)O)cc1
→ 2.1, 2.6, 0.0, -12.2
Cc1cccc(S(=O)(=O)Nc2cccc(N3CCCS3(=O)=O)c2)c1
→ -0.8, 8.0, 0.8, 15.5
COc1cc2c(cc1OC)C(COc1ccccc1OC)N(C(=O)C(C)C)CC2 (stereo unspecified)
→ 0.0, -3.5, -0.1, -8.0
Cc1ccc(-n2nc3c(c2NC(=O)c2ccc(Cl)cc2Cl)CS(=O)(=O)C3)c(C)c1
→ 1.8, -0.1, -0.1, 0.7
Cc1cc(/C=C2\C(=O)NC(=O)N(C3CCCCC3)C2=O)c(C)n1C1CC1
→ 1.0, -9.2, -0.2, 0.9
Cc1ccccc1C(=O)Nc1ccc2oc(-c3ccncc3)nc2c1
→ 1.8, -38.0, -0.1, -15.1
Cc1nnc(NC(=O)CSc2ccc(Cl)cc2)s1
→ -0.6, -7.6, -0.2, -5.2
Cc1ccccc1-c1cc(C(=O)N2CCC(Cc3ccccc3)CC2)c2ccccc2n1
→ 0.8, -4.2, 0.1, 20.8
CC1=C(C(=O)OC(C)C(C)(C)C)C(c2cccc([N+](=O)[O-])c2)NC(=O)N1 (stereo unspecified)
→ -2.0, 12.6, 0.0, -2.7
CC1=C(C(N)=O)C(c2sccc2C)n2nnnc2N1 (stereo unspecified)
→ 0.7, -4.9, 0.3, -8.8
COc1cc(C(=O)Nc2ccc(NC(=O)c3ccccc3F)nc2)cc(OC)c1OC
→ 0.5, 4.2, -0.2, 14.1
Cc1nonc1NC(=O)N1CCOCC1
→ -0.5, 3.5, -0.1, 1.6
CCCCCNC(=O)c1ccc2c(c1)ncn2-c1cc(C)cc(C)c1
→ 0.3, -15.2, -0.1, -16.7
O=C(CSc1nc2ccsc2c(=O)n1-c1ccc(F)cc1)N1CCCC1
→ -0.1, -3.2, -0.1, -5.7
COc1ccc(C2NN=C(Cc3ccccc3)S2)cc1 (stereo unspecified)
→ 0.4, -6.4, -0.2, -61.3
COc1ccc(CN2CCc3nc(SCc4nc(-c5ccccc5)oc4C)[nH]c(=O)c3C2)cc1
→ -0.5, -0.1, 0.1, 5.9
c1ccc2c(c1)nc(NCCCN1CCCCCC1)n1nc(-c3ccncc3)nc21
→ -0.2, -11.9, -0.1, 27.3
CCc1ccc(NC(=O)CNC(=O)c2ccc(Br)cc2)cc1
→ 0.0, 1.6, 0.0, -5.7
COc1cccc(CSc2ccc(S(=O)(=O)N3CCOCC3)cc2C(=O)N2CC(C)CC(C)C2)c1OC (stereo unspecified)
→ -0.3, -0.4, 0.1, 3.1
CCOC(=O)C1=C(C)N(C)C(=O)NC1c1cc2c(cc1Br)OCO2 (stereo unspecified)
→ 0.3, -11.0, 0.3, -0.3
O=C(CN1N=C(c2ccccc2)Cn2c(cc3ccccc32)C1=O)NCc1ccco1
→ -0.6, 6.0, 0.0, 9.2

Continued:
Sequence of screens – GPR151 ag, MITF primary, FBW7 activator, TEAD-YAP block
COc1cccc(C(=O)/C=C(\C)Nc2ccc3c(c2)OCO3)c1
→ -2.3, 6.9, -0.1, -25.0
CCOC(=O)c1c(NC(=O)CCN2C(=O)c3ccccc3C2=O)sc2c1CCC(C)C2 (stereo unspecified)
→ 0.7, 5.5, 0.1, 0.0
CCC1CN(C(=O)NCc2ccccc2)c2ccccc2S1 (stereo unspecified)
→ -1.1, 0.1, 0.3, 7.5
N#C/C(=C\c1ccc(Cl)cc1)C(=O)OC1CCOC1=O (stereo unspecified)
→ 0.9, 7.8, -0.1, 1.0
COc1cc(C2C(C#N)=C(N)Oc3cc(O)ccc32)cc(OC)c1OC (stereo unspecified)
→ 0.1, 9.4, -0.1, -2.9
c1ccc(-c2cc(N3CCCC3)nc3cc4c(cc23)OCCO4)cc1
→ -0.1, 5.4, 0.1, 5.2
COc1cc(C2Nc3c(cccc3C(F)(F)F)C3C=CCC32)cc(Br)c1OC (stereo unspecified)
→ -1.0, 16.9, 0.7, -0.6
O=C(Nc1c2c(nn1-c1cccc(Cl)c1)CSC2)c1ccc(F)cc1
→ 3.8, 12.0, 0.4, 1.1
CC(=O)N1CCN(c2ccc(NC(=O)c3ccc4c(c3)OCO4)cc2)CC1
→ -0.5, 4.1, -0.1, -6.1
CN(C(=O)CSc1nnc(NC2CCCCC2)s1)c1ccccc1
→ 1.0, -19.5, 0.1, -7.0
O=C(c1ccc(F)cc1)N1CCN(CCN2C(=O)c3cccc4cccc(c34)C2=O)CC1
→ 1.0, 3.4, -0.1, 8.9
O=C(CN1C(=O)/C(=C/c2cccc(Br)c2)SC1=S)N1CCCCC1
→ -0.2, -23.9, -0.1, -6.8
CCOc1ccc(-c2cnc[nH]2)cc1[N+](=O)[O-]
→ 0.5, -3.1, 0.0, -6.3
C[C@]12C[C@H](O)[C@@]3(F)[C@@H](CCC4=CC(=O)C=C[C@@]43C)[C@@H]1C[C@@H](O)C2(O)C(=O)CO (stereo partly specified)
→ 0.6&-0.9, 3.3&0.6, -0.1&0.3, -12.0&-4.9
O=C(Nc1cccc(N2CCC(NCC3CCCCC3)CC2)c1)C1CC1
→ 0.0, -3.5, 0.0, -1.3
O=C(CCCCCn1c(=S)[nH]c2ccc(Br)cc2c1=O)NCc1ccc2c(c1)OCO2
→ -0.4, -0.3, 0.1, -2.6
COc1cccc(NC(=O)CN(C)S(=O)(=O)c2cc3c(cc2Cl)NC(=O)CO3)c1
→ 3.3, 12.1, 0.2, 9.9
COc1ccc(CN2CCN(C(=O)c3ccncc3)CC2)c(OC)c1
→ 0.0, 60.1*, -0.5, -16.0
Cc1ccccc1CC1(CO)CCCN(Cc2ccn[nH]2)C1 (stereo unspecified)
→ 0.8, -2.2, 0.0, 1.6
CC(=O)O[C@H]1C[C@@H]2CC[C@@H]3[C@H](CC[C@@]4(C)[C@H]3C[C@H]([N+]3(C)CCCCC3)[C@@H]4OC(C)=O)[C@@]2(C)C[C@@H]1[N+]1(C)CCCCC1
→ 1.9&-0.8, 18.2&-17.0, 0.2&-0.1, -0.1
O=C(OC(C(=O)O)C(OC(=O)c1ccccc1)C(=O)NCc1ccccc1)c1ccccc1 (stereo unspecified)
→ 2.8, 7.7, -0.2, 9.9
Cc1cc(/C=C2/NC(=O)N(Cc3ccc(Br)cc3)C2=O)c(C)n1-c1ccc2c(c1)OCO2
→ 0.3, -1.8, 0.0, -10.9
O=C(NCc1ccc2[nH]c3c(c2c1)CCCC3)C1CC1
→ -0.6, 8.7, 0.0, -4.3
C=CCN1C(=O)C(C#N)=C(C)/C(=C\c2ccc(-c3ccc(C(C)=O)cc3)o2)C1=O
→ -1.6, 7.9, 0.1, -0.9
O=C1NN(c2cccc(Cl)c2)C(=O)/C1=C/c1cccc(I)c1
→ -0.4, 4.1, -0.1, -1.2
COc1ccc(C2(O)CCN(CC(=O)NCc3cccnc3)CC2)cc1
→ 0.1, -8.5, 0.1, 6.5
CC1=NN(C(N)=S)C(=O)C1N=Nc1c(C)cc(C)cc1C (stereo unspecified)
→ 0.4, 5.5, -0.1, -7.5
N#CC1=C(N)N(N2CCOCC2)C2=C(C(=O)CC(c3ccccc3)C2)C1c1cccnc1 (stereo unspecified)
→ -0.5, 14.9, 0.2, -1.0
COc1ccc(-c2cc(C3CC3)nc3sc(C(=O)c4ccc(Cl)cc4)c(N)c23)cc1
→ -3.3, -4.2, 0.0, -10.0
CC(=O)N1CCC(Nc2ccc3c(c2)CCN3S(C)(=O)=O)CC1
→ -1.3, 9.8, 0.8, -1.1
C/C(CC(=O)Nc1c(C)cc(C)cc1C)=N\NC(=O)c1cccc([N+](=O)[O-])c1
→ -0.9, 7.5, -0.1, -1.9
O=Cc1ccccc1OCCOc1ccc([N+](=O)[O-])cc1
→ 0.0, -15.8, 0.0, -9.4

Part of the list above, tab-delimited:
Molecule	GPR151 ag	MITF primary	FBW7 activator	TEAD-YAP block
O=C1NN(c2cccc(Cl)c2)C(=O)/C1=C/c1cccc(I)c1	-0.4	4.1	-0.1	-1.2
COc1ccc(C2(O)CCN(CC(=O)NCc3cccnc3)CC2)cc1	0.1	-8.5	0.1	6.5
CC1=NN(C(N)=S)C(=O)C1N=Nc1c(C)cc(C)cc1C (stereo unspecified)	0.4	5.5	-0.1	-7.5
N#CC1=C(N)N(N2CCOCC2)C2=C(C(=O)CC(c3ccccc3)C2)C1c1cccnc1 (stereo unspecified)	-0.5	14.9	0.2	-1.0
COc1ccc(-c2cc(C3CC3)nc3sc(C(=O)c4ccc(Cl)cc4)c(N)c23)cc1	-3.3	-4.2	0.0	-10.0
CC(=O)N1CCC(Nc2ccc3c(c2)CCN3S(C)(=O)=O)CC1	-1.3	9.8	0.8	-1.1
